High-throughput results as filed in PubChem.
N370S GC mod = inhibitors or activators of N370S glucocerebrosidase for Gaucher disease. N370S GC spleen homogenate, 4MU-glucoside fluorescence. Potency, µM (top dose mostly 59.4 µM), inactives show at the highest dose activity change, negative = inhibition, usual class: inhibitors. 330,000 tested, 0.092% active;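 further: 0% = full enzyme activity and -100% = no enzyme basal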
DT40 TDP1 CPT = DT40-hTDP1 cell growth loss with CPT | Potency, µM (top dose mostly 46.2 µM), for the others: at the highest dose activity change, negative = growth inhibition, hits mostly inhibitors | AID 686979 | chicken DT40 Tdp1-/-;hTDP1 cells + 20 nM CPT, ATP luminescence, 48 h | 420,000 tested, 12% active; further: nearly all actives have a fitted effect of over 55% in size
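Chicken DT40 Tdp1-/- cells stably complemented with human TDP1 were seeded at 400 cells/well in medium containing 20 nM camptothecin, exposed to pin-transferred compounds, and grown at 37 °C for at least 48 hr. Viability was read as ATP luminescence.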
FEN1 inhibitor = inhibitors of human flap endonuclease 1. Recombinant FEN1 flap cleavage, fluorescence, 15 min. Potency, µM (doses to about 114 µM), inactives show top-dose activity change, negative = inhibition, most hits filed as inhibitors. 390,000 tested, 0.35% active; further: nearly all actives have a fitted effect of over 65% in size
Target sequence (P39748 whole entry, looked up): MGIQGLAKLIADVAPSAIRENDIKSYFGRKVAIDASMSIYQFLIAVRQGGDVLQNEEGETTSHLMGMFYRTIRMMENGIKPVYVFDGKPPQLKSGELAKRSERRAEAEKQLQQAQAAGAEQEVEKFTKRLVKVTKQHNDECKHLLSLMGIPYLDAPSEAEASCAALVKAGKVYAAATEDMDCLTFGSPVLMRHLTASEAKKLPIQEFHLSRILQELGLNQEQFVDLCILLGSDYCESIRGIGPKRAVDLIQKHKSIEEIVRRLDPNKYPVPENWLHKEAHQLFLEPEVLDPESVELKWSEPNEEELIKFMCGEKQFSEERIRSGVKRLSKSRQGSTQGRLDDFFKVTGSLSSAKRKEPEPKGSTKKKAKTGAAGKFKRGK
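Read-out was taken twice, immediately and after 15 min, following addition of 50 nM substrate to 10 nM FEN1 that had sat with test compound for 15 min at room temperature. Curves came from a four-parameter Hill model.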
* = called active by the depositor; ? = inconclusive; · = not tested or not shown; & = joins results of further samples. The call rests on the fitted dose curve; in most records, active means well fitted curve in the direction sought with a large enough effect; inconclusive means small, poorly fitted or top-dose-only effect, or another doubt; inactive means no such curve, though single readings can be large; an effect the other way counts as inactive or inconclusive. Unless noted, on the % scale 0 is the no-effect control and ±100 the full control effect; potency means the concentration at half of the fitted maximal effect. An excerpt; the hit share may differ from the screen's.

1. CCCCn1nnnc1SCC(=O)Nc1ccc(N(C)C)cc1
2. CCCCOC(=O)Nc1ccc(C(=O)OCCC)cc1
3. CCN(CC)S(=O)(=O)c1cc(OC)c(Cl)cc1Cl
4. Nc1cc(=O)[nH]n1C1CCCCC1
5. CCOc1ccc(C(=O)NNC(=O)CCNC(=O)c2ccc(Br)cc2)cc1OC

assay / entry	1	2	3	4	5
N370S GC mod	2.9%	13.2%	0.5%	-2.8%	·
DT40 TDP1 CPT	-0.5%	?	-25.8%	16.4%	-4.7%
FEN1 inhibitor	-4.7%	?	-2.1%	4.1%	2.4%

6. Cc1ccc(NC(=O)CSc2nnc(NC(=O)CN3CCOCC3)s2)cc1
7. CCOC(=O)c1cc2cc3ccccc3cc2[nH]1
8. Cc1noc(C)c1C(=O)N1CCC2(CC1)CCN(c1ncccn1)CC2
9. Cn1c(NCc2ccccc2O)nc2ccccc21
10. Cc1cc(C)c(NC(=O)C2CCN(c3nc4ccccc4n4cccc34)CC2)c(C)c1

assay / entry	6	7	8	9	10
N370S GC mod	5.3%	10.1%	10.9%	3.3%	·
DT40 TDP1 CPT	9.6%	?	-27.2%	?	-107.4%
FEN1 inhibitor	4.6%	-7.3%	·	?	-4.6%

11. CCOc1ccc(Br)cc1S(=O)(=O)Nc1cccc(S(=O)(=O)NC2=NCCC2)c1
12. COc1ccc(N2C(=O)C(CC(=O)Nc3ccccc3)N(Cc3ccc4c(c3)OCO4)C2=O)cc1 (stereo unspecified)
13. CCOC(=O)/C(C#N)=C\c1ccc(CC)s1
14. O=C(CCC1CCCC1)N=C1SC2CS(=O)(=O)CC2N1Cc1ccccc1 (stereo unspecified)
15. COc1ccccc1C(=O)NCC(=O)N/N=C/c1cn[nH]c1-c1ccccc1

assay / entry	11	12	13	14	15
N370S GC mod	-2.8%	?	-6.2%	10.4%	1.7%
DT40 TDP1 CPT	-2.3%	-17.0%	-1.5%	-18.1%	-27.1%
FEN1 inhibitor	-19.5%	-22.5%	-1.8%	-5.9%	-14.7%

16. CC(C1CC1)N(Cc1ccccc1)C(=S)Nc1ccccc1Cl (stereo unspecified)
17. Cc1ccc(C(=O)N2CCCN(c3nc4cc5c(cc4cc3C#N)OCO5)CC2)cc1
18. CCC1=C(c2ccc(C)cc2)S(=O)(=O)N=C1N1CCC(C(=O)NCCc2ccc(Cl)cc2)CC1
19. O=C(c1cc(C2CC2)nc2ccccc12)N1N=C(C(F)F)CC1(O)C(F)F (stereo unspecified)
20. COc1ccc(N=N/C(=C\O)C(=O)c2cccs2)cc1

assay / entry	16	17	18	19	20
N370S GC mod	-5.1%	?	·	17.6%	14.1%
DT40 TDP1 CPT	-2.9%	?	13µM*	?	0.2%
FEN1 inhibitor	-25.7%	-28.7%	-6.1%	-0.7%	-20.2%

21. COC(=O)C(CCSC)NC(=O)c1cc2c(n(-c3ccc(Cl)cc3)c1=O)CCCC2=O (stereo unspecified)
22. CCc1ccccc1NS(=O)(=O)c1c(C(=O)N2CCCCCC2)c(C)n(C)c1C
23. CN1Cc2c(C(=O)OC(C)(C)C)ncn2-c2ccsc2C1=O
24. COc1cccc(-c2nc(S(=O)(=O)c3ccccc3)c(N3CCCCC3)o2)c1
25. c1ccc(Nc2nc(-c3cccnc3)nc3ccccc23)cc1

assay / entry	21	22	23	24	25
N370S GC mod	·	1.2%	-5.6%	·	?
DT40 TDP1 CPT	-17.3%	-25.5%	0.2%	?	?
FEN1 inhibitor	7.6%	20.3%	·	8.7%	·

26. CC(CN1CCOCC1)OC(=O)C1COc2ccccc2O1 (stereo unspecified)
27. COc1ccc(N/N=C(\C#N)C(=N)N2CCCCC2)cc1
28. CC(=O)Nc1c(C)nn(-c2ccccc2)c1N1CCC(C(=O)Nc2ccccc2C(F)(F)F)CC1
29. CC(/C=N/NC(=O)c1cccnc1)=C\c1ccco1
30. Cc1ccc(C(=O)OCC(=O)Nc2sccc2C(N)=O)cc1NC(=O)c1ccco1

assay / entry	26	27	28	29	30
N370S GC mod	6.9%	-12.7%	·	2.0%	4.3%
DT40 TDP1 CPT	6.3%	-12.8%	-17.5%	-23.8%	?
FEN1 inhibitor	0.0%	13.9%	17.9%	1.3%	4.1%

31. COc1cc(-c2noc(C)c2C(=O)NCCc2cccs2)cc(OC)c1OC
32. COc1ccccc1/C=C(\NC(=O)c1ccccc1)C(=O)NCc1ccco1
33. C=C(C)c1cccc(C(C)(C)NC(=O)N2CCN(CC)CC2)c1
34. CC[n+]1c(/C=C(\C)Nc2ccccc2)sc2ccccc21
35. CCOc1ccc(C(=O)NC(=S)Nc2ccc(N3CCOCC3)c(Cl)c2)cc1[N+](=O)[O-]

assay / entry	31	32	33	34	35
N370S GC mod	·	4.4%	2.3%	0.7%	0.7%
DT40 TDP1 CPT	-17.6%	?	-6.0%	10.3µM*	0.146µM*
FEN1 inhibitor	14.3%	-14.8%	-5.0%	-2.3%	-7.2%

36. CCOc1ccc(CN(C)CC(=O)NNC(=O)c2ccc(Cl)cc2)cc1OC
37. Cc1cccc(C(=O)NCC(=O)OCC(=O)N2CCc3ccccc32)c1
38. COCCCNC(=O)C[C@H]1C[C@H](C(=O)N(C(C)C)C(C)C)[C@@]2(C)c3[nH]c4cc(-c5ccco5)ccc4c3CCN2C1=O
39. COc1ccc(NC(=O)CN2CCN(CC(=O)Nc3ccc(OC)c(OC)c3)CC2)cc1
40. COc1ccccc1CNC(=O)CCc1cn(C)c2ccccc12

assay / entry	36	37	38	39	40
N370S GC mod	-7.9%	5.3%	·	-0.2%	-4.6%
DT40 TDP1 CPT	?	17.0%	16.4µM*	2.0%	?
FEN1 inhibitor	-2.7%	-0.6%	8.6%	8.6%	-4.6%

Some of these compounds in order of molar mass, high to low:
38. COCCCNC(=O)C[C@H]1C[C@H](C(=O)N(C(C)C)C(C)C)[C@@]2(C)c3[nH]c4cc(-c5ccco5)ccc4c3CCN2C1=O
28. CC(=O)Nc1c(C)nn(-c2ccccc2)c1N1CCC(C(=O)Nc2ccccc2C(F)(F)F)CC1
35. CCOc1ccc(C(=O)NC(=S)Nc2ccc(N3CCOCC3)c(Cl)c2)cc1[N+](=O)[O-]
39. COc1ccc(NC(=O)CN2CCN(CC(=O)Nc3ccc(OC)c(OC)c3)CC2)cc1
30. Cc1ccc(C(=O)OCC(=O)Nc2sccc2C(N)=O)cc1NC(=O)c1ccco1
31. COc1cc(-c2noc(C)c2C(=O)NCCc2cccs2)cc(OC)c1OC
24. COc1cccc(-c2nc(S(=O)(=O)c3ccccc3)c(N3CCCCC3)o2)c1

assay / entry	38	28	35	39	30	31	24
N370S GC mod	·	·	0.7%	-0.2%	4.3%	·	·
DT40 TDP1 CPT	16.4µM*	-17.5%	0.146µM*	2.0%	?	-17.6%	?
FEN1 inhibitor	8.6%	17.9%	-7.2%	8.6%	4.1%	14.3%	8.7%

32. COc1ccccc1/C=C(\NC(=O)c1ccccc1)C(=O)NCc1ccco1
37. Cc1cccc(C(=O)NCC(=O)OCC(=O)N2CCc3ccccc32)c1
40. COc1ccccc1CNC(=O)CCc1cn(C)c2ccccc12
26. CC(CN1CCOCC1)OC(=O)C1COc2ccccc2O1 (stereo unspecified)
34. CC[n+]1c(/C=C(\C)Nc2ccccc2)sc2ccccc21
27. COc1ccc(N/N=C(\C#N)C(=N)N2CCCCC2)cc1
29. CC(/C=N/NC(=O)c1cccnc1)=C\c1ccco1

assay / entry	32	37	40	26	34	27	29
N370S GC mod	4.4%	5.3%	-4.6%	6.9%	0.7%	-12.7%	2.0%
DT40 TDP1 CPT	?	17.0%	?	6.3%	10.3µM*	-12.8%	-23.8%
FEN1 inhibitor	-14.8%	-0.6%	-4.6%	0.0%	-2.3%	13.9%	1.3%

Next section.
41. COc1cccc(-c2nc(SCc3cc(=O)c4cc(Cl)ccc4[nH]3)n[nH]2)c1
42. CCN(CC(=O)Nc1ccc([N+](=O)[O-])cc1OC)c1ccccc1
43. COc1cc(OC)cc(C(=O)N2CCN(C(=O)c3ccc(OC)c(OC)c3)CC2)c1
44. Cc1ccc(/C=C/C(=O)O)cc1S(=O)(=O)N1CCCc2ccccc21
45. COc1ccc(C(C(=O)NC2CCCCC2)N(C(=O)c2csnn2)C2CC2)cc1 (stereo unspecified)

assay / entry	41	42	43	44	45
N370S GC mod	·	8.8%	-11.5%	-9.5%	-4.0%
DT40 TDP1 CPT	1.6%	?	-0.3%	5.9%	12.3%
FEN1 inhibitor	11.4%	-2.2%	15.7%	19.2%	-0.9%

46. CCOc1ccc(S(=O)(=O)N2CCN(C(=O)CN3C(=O)NC(C)(C)C3=O)CC2)cc1
47. CCc1cc(C(=O)N2CCN(c3ccccn3)CC2)sc1C
48. O=C(c1nc2nc(-c3ccc(Cl)cc3)cc(C(F)(F)F)n2n1)N1CCOCC1
49. CCOC(=O)N1CCN(CC(O)COc2ccc(CC)cc2)CC1 (stereo unspecified)
50. CC(=O)Nc1nnc(CCS(=O)(=O)c2ccc(Cl)cc2)s1

assay / entry	46	47	48	49	50
N370S GC mod	·	4.5%	16.1%	-4.7%	1.1%
DT40 TDP1 CPT	-13.2%	?	?	-1.2%	21.9%
FEN1 inhibitor	-14.0%	-13.6%	-6.6%	-5.0%	8.4%

At a glance, some entries already given.
46. CCOc1ccc(S(=O)(=O)N2CCN(C(=O)CN3C(=O)NC(C)(C)C3=O)CC2)cc1
47. CCc1cc(C(=O)N2CCN(c3ccccn3)CC2)sc1C

assay / entry	46	47
N370S GC mod	·	4.5%
DT40 TDP1 CPT	-13.2%	?
FEN1 inhibitor	-14.0%	-13.6%

Other structures.
51. Cc1ccc(-c2csc(NC(=O)C[n+]3cc(-c4ccccc4)n4c3CCC4)n2)cc1
52. CCCCCCOc1ccc(OC(=O)c2cccnc2)cc1
53. COc1ccc(OC)c(CCNC(=O)C2CCN(c3ncnc4c3nc3n4CCCCC3)CC2)c1
54. N#CC(=C1CCCC1)c1nc(-c2cc3ccccc3oc2=O)cs1
55. Nc1n[nH]c(C2CC2)c1N=Nc1ccc(Cl)cc1
56. COc1ccc(/C=C(/NC(=O)c2cccc([N+](=O)[O-])c2)C(=O)O)cc1OC

assay / entry	51	52	53	54	55	56
N370S GC mod	-8.2%	10.6%	0.9%	4.7%	-5.8%	6.3%
DT40 TDP1 CPT	20.6µM*	?	?	-15.2%	-2.7%	24.1%
FEN1 inhibitor	-6.5%	-21.0%	-1.5%&-13.3%	11.1%	-6.7%	4.6%
